HT1080 IDH1KD tx: HT-1080 IDH1 knockdown cell toxicity (counter line). 360,000 tested, 2% active. HT-1080 IDH1 knockdown viability, ATP luminescence, 48 h. Potency, µM (highest dose often 46.1 µM), for the others: at the top dose activity, negative = toxicity, actives largely listed as cytotoxic;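 also: potency is read from the fitted curve at half-maximal effect; 0% = DMSO wells and -100% = cell-free medium wells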
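Viability of IDH1-knockdown HT-1080 fibrosarcoma cells was assessed by CellTiter-Glo after 48 h at 37 °C with titrated compound; concentration-effect curves were classified by fit quality and response size.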
ATXN2 expr inh: inhibitors of ATXN2 expression | Potency, µM (series often up to 57 µM), without a hit: top-dose activity change, negative = inhibition, usual class: inhibitors | AID 1745845 | HEK-293 ATXN2-luciferase reporter, luminescence, 24 h | 360,000 tested, 0.72% active; also: potency is read from the fitted curve at half-maximal effect; % is scaled to controls: 0 for no effect and ±100 for the full control effect; nearly all actives have a fitted effect of over 55% in size
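ATXN2-luciferase reporter cells (luciferase flanked by upstream and downstream ATXN2 gene portions) were treated 24 h at 37 °C with compounds at up to 57 uM. SteadyGlo luminescence gave expression; GF-AFC fluorescence gave viability.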
SW480 rereplic: DNA re-replication induction in SW480 cells. SW480 DNA re-replication, Hoechst DNA content imaging, 48 h. Potency, µM (titrated, usually from 46.1 µM), for inactives: at the top dose re-replication activation, hits mostly activators. 340,000 tested, 1.8% active; also: potency is read from the fitted curve at half-maximal effect; % of control where 0% means no effect; nearly all actives have a fitted effect of over 55% in size
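Compounds, transferred as 23 nL by pin tool, were incubated with cells for 48 hr; DNA content per nucleus was then quantified by Hoechst staining and fluorescence plate imaging.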
S2 tox: cell viability loss in ATXN counter-screen | S2 cells (HEK-293 line with an ATXN2-luciferase reporter) viability, CellTiter-Fluor protease fluorescence, 24 h | Potency, µM (top dose mostly 56.7 µM), actives largely listed as cytotoxic | 400,000 tested, 0.49% active; also: potency is read from the fitted curve at half-maximal effect; nearly all actives have a fitted effect of over 40% in size
KB-3-1 tox: KB-3-1 parental cell cytotoxicity; KB-3-1 viability, CellTiter-Glo ATP luminescence, 72 h; Potency, µM (highest dose often 46.1 µM), without a hit: top-dose activity change, negative = cytotoxic, actives largely listed as cytotoxic; AID 1347075; 400,000 tested, 1.4% active; also: potency is read from the fitted curve at half-maximal effect; % is scaled to controls: 0 for no effect and ±100 for the full control effect; nearly all actives have a fitted effect of over 60% in size
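Parental KB-3-1 adenocarcinoma cells in phenol-red-free DMEM with 10% FBS were pin-treated with compounds at several concentrations, incubated 72 h at 37 °C, and viability read by CellTiter-Glo luminescence; concentration-effect curves were fitted after normalization.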
IL-1B inflam inh: blocks inflammasome-driven IL-1 beta release; AID 743279; activity change, % at 57.5 µM; THP-1 LPS/ATP IL-1B secretion, AlphaLISA, 16 h; active compounds read low; 360,000 tested, 4.7% active; in the data active = activity change below about -50%; inconclusive = mostly about -30% to -49%; also: % is scaled to controls: 0 for no effect and ±100 for the full control effect
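THP-1 cells pretreated 1 hr with compounds (up to 57.5 uM final), then stimulated with LPS (250 ng/mL final) plus ATP (1.25 mM final); secreted IL-1B measured by AlphaLISA after 16 hr, decreased signal indicating inhibition.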
KB-V1 cytotox: kills drug-selected multidrug resistant KB-V1 cells. KB-V1 MDR cells viability, CellTiter-Glo, 72 h. Potency, µM (top dose mostly 46.1 µM), inactives show at the highest dose activity change, negative = cytotoxicity, hits mostly cytotoxic. 400,000 tested, 3.4% active. AID 1347076; also: potency is read from the fitted curve at half-maximal effect; % is scaled to controls: 0 for no effect and ±100 for the full control effect; nearly all actives have a fitted effect of over 60% in size
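Readout: CellTiter-Glo luminescence, 10 min after addition. Cells: KB-V1 MDR subline, 72 h at 37 degrees C with compound. Analysis: corrected, normalized data fitted to concentration-effect curves.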
MCF10A rereplic: induces DNA re-replication in MCF 10a normal breast cells; MCF 10A DNA re-replication, Hoechst nuclear intensity, 48 h; Potency, µM (doses to about 46.1 µM), without a hit: at the top dose activity, positive = re-replication, actives largely listed as activators; 350,000 tested, 2.9% active; AID 624296; also: potency is read from the fitted curve at half-maximal effect; % of control where 0% means no effect; nearly all actives have a fitted effect of over 50% in size
HT1080NT lethal: kills 2HG-producing HT-1080-NT fibrosarcoma cells; HT-1080-NT fibrosarcoma viability, CellTiter-Glo ATP luminescence, 48 h; Potency, µM (highest dose often 46.1 µM), without a hit: at the top dose activity, negative = less viability, hits mostly cytotoxic; 360,000 tested, 1.6% active; AID 686970;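 also: NT is the 2HG producing partner of a matched IDH1 knockdown line; potency is read from the fitted curve at half-maximal effect; 0% = DMSO-treated cells and -100% = media-only wells without cells; nearly all actives have a fitted effect of over 55% in size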
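750 cells/well, RPMI + 5% FBS; 2 h settle, compound pin-transfer, 48 h at 37 degrees C. CellTiter-Glo 10 min RT, luminescence. Normalized to DMSO and media-only wells.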
An asterisk follows results filed as active; i = inactive; ? = inconclusive; . = no result given; & = joins results of further samples; [ ] = another dose, or the depositor's remark. Unless noted, calls follow the shape of the dose curve; as a rule, active = well fitted curve in the direction sought with a large enough effect; inconclusive = small, poorly fitted or top-dose-only effect, or another doubt; inactive = no such curve, though single readings can be large; an effect the other way counts as inactive or inconclusive.

compound | IL-1B inflam inh | SW480 rereplic | HT1080NT lethal | KB-V1 cytotox | S2 tox | KB-3-1 tox | HT1080 IDH1KD tx | MCF10A rereplic | ATXN2 expr inh
COc1ccc(Cl)cc1C(=O)CSc1nnnn1C1CCCC1 | ? | 13.6% | -20.9% | ? | i | -3.4% | -23.4% | 1.3% | 15.3%
CSc1nc2c(c(=O)n1Cc1ccccc1)SC(C)C2 (stereo unspecified) | -21.2 | ? | -1.8% | ? | i | 5.0% | -16.8% | 7.2% | 3.2%
CCC(C)c1ccc(NC(=S)N2CCN(S(C)(=O)=O)CC2)cc1 (stereo unspecified) | -5.7 | ? | -1.1% | -5.8% | i | -1.1% | 0.6% | 0.7% | 12.3%
O=c1c2cn[nH]c2[nH]c(=S)n1-c1cccc(Cl)c1 | 5.4 | -7.3% | -0.8% | 3.3% | i | 11.7% | 5.9% | -33.7%[inhibitor] | 5.7%
CC(C)CC(=O)n1sc(NC(=O)c2ccccc2)nc1=O | ? | -6.9% | 15.4% | -16.6% | ? | ? | 12.8% | ? | -5.9%
COc1cc2cc(CN(CCCN3CCOCC3)C(=O)Nc3ccc(F)cc3)c(=O)[nH]c2cc1OC | -25.0 | 11.0% | -15.5% | -9.1% | i | 0.9% | -11.2% | ? | .
COc1ccc(N(CC(=O)Nc2cccc(N(C)S(C)(=O)=O)c2)S(C)(=O)=O)cc1OC | 14.4 | 13.1% | 0.0% | 2.8% | i | 0.2% | 7.6% | ? | -1.0%
Cn1c(=O)c2[nH]c(Cc3cccc4ccccc34)nc2n(C)c1=O | 19.1 | -2.1% | 3.4% | ? | i | -4.7% | 2.5% | 4.0% | -28.4%
O=C(COC(=O)c1ccccc1)Nc1ccccc1Sc1ccccc1 | 26.6 | -6.0% | 1.4% | -0.7% | i | 13.1% | -4.9% | -3.5% | -7.2%
CCn1cc(/C=C(\NC(=O)c2ccc(OC)cc2)C(=O)N2CCOCC2)c2ccccc21 | -3.0 | 13.7% | 3.3% | -6.3% | i | -11.5% | -2.8% | ? | -7.0%
Cn1c(=O)c2cc(NC(=O)NCCc3cccs3)ccc2n1-c1ccc(C(C)(C)C)cc1 | -22.9 | . | -5.6% | -2.0% | i | 0.0% | -24.7% | . | 8.3%
COc1ccc(/C=C2/SC(=O)N(CCNC(=O)C3CC(=O)N(Cc4ccccc4)C3)C2=O)cc1 (stereo unspecified) | -2.5 | . | -12.6% | 4.2% | i | 1.5% | -12.3% | . | .
Cc1onc(-c2ccccc2)c1NC(=O)OC(C)c1cccnc1 (stereo unspecified) | 10.0 | . | 0.7% | -22.2% | i | 16.0% | 3.4% | . | .
CC(=O)c1cc2c(cc1N(C(=O)c1ccco1)C(C(=O)NC1CCCC1)c1ccccc1F)OCO2 (stereo unspecified) | 2.5 | 2.5% | 1.9% | -16.3% | i | -3.9% | -8.9% | 0.9% | 37.2%
COc1ccc(S(=O)(=O)N(CCc2ccccc2)CC(=O)Nc2cccc(OC)c2)cc1 | . | . | . | -11.6% | ? | -23.0% | . | . | -11.8%
CCOc1ccc(N2CC(C(=O)NCCc3ccc(F)cc3)CC2=O)cc1 (stereo unspecified) | -1.2 | 0.4% | 4.5% | 14.8% | i | 1.1% | 6.2% | 0.4% | 1.4%
Cc1cc(/C=C2\NC(=O)N(Cc3ccc(Cl)cc3)C2=O)c(C)n1C | -2.9 | 1.0% | 2.3% | -8.6% | i | 1.9% | 4.0% | 9.4% | 8.2%
CCOc1ccc(NC(=O)C2CCN(S(=O)(=O)c3ccc4c(c3)C(C)(C)C(=O)N4C)CC2)cc1 | 15.5 | -2.2% | 3.4% | 0.0% | i | 19.0% | 0.9% | 11.7% | -1.5%
CCOc1ccccc1Nc1sc(C(=O)c2ccccc2)c(N)c1C(=O)Nc1ccccc1 | . | . | . | -1.6% | i | ? | . | . | 4.8%
ClC1(CNc2ccccc2)CCN(Cc2ccccc2)CC1 | ? | 1.7% | -21.9% | ? | i | ? | -15.1% | 18.5% | -7.6%
O=C(Nc1nccs1)C1CC(=O)N(CCc2ccc(F)cc2)C1 (stereo unspecified) | 5.9 | -0.3% | 0.0% | 15.6% | i | -7.2% | -0.5% | 8.6% | 8.4%
CCCOC(=O)C1=C(C)N(C)C(=O)NC1c1cc2c(cc1Br)OCO2 (stereo unspecified) | ? | -0.9% | -3.3% | -2.0% | i | -1.7% | -3.4% | ? | 16.2%
CCCCC1=CC2=C(c3ccco3)C(=O)C(C)(OC(=O)c3ccc(OC)cc3)C(=O)C2=CN1C1CC1 (stereo unspecified) | 5.3 | -3.9% | -12.5% | -11.0% | ? | ? | -4.7% | 2.9% | -25.3%
COc1ccc(-c2noc(CN(C(=O)COc3cc(C)c(Br)c(C)c3)C(C)C)n2)cc1 | . | . | . | ? | ? | ? | . | . | -38.7%
Nn1cnc2scc(-c3ccco3)c2c1=O | -5.7 | -8.1% | 0.3% | 7.7% | i | 69.0% | -10.4% | 17.0% | -10.5%
COc1ccc2oc(C(=O)Nc3nc(C)cs3)c(C)c2c1 | 10.4 | 11.8% | ? | ? | ? | -14.5% | ? | 2.2% | .
CC(C)c1nc(CNC(=O)CC2C(=O)NCCN2Cc2cccc(F)c2F)cs1 (stereo unspecified) | -8.7 | 1.2% | 10.2% | -0.5% | i | 8.4% | 11.2% | 8.1% | 0.4%
CCc1nnc(NS(=O)(=O)c2ccc(NC(=S)NC(=O)/C=C/c3cccs3)cc2)s1 | -3.8 | -1.1% | 3.9% | 27.4% | i | 0.7% | 6.7% | -3.2% | -1.0%[11.3 µM]
COc1cccc(NC(=O)C(OC(=O)c2ccccc2NS(=O)(=O)c2cccs2)c2ccccc2)c1 (stereo unspecified) | 0.0 | -16.6% | 3.3% | ? | i | -13.9% | 0.7% | 12.9% | -5.2%
O=C(N/N=C\c1ccc(Oc2ccccc2)cc1)c1csnn1 | 5.4 | -6.4% | -3.0% | 0.8% | i | 1.5% | -4.7% | -0.7% | .

4 records drawn at random from the list so far, as already listed:
compound | IL-1B inflam inh | SW480 rereplic | HT1080NT lethal | KB-V1 cytotox | S2 tox | KB-3-1 tox | HT1080 IDH1KD tx | MCF10A rereplic | ATXN2 expr inh
CCOc1ccc(NC(=O)C2CCN(S(=O)(=O)c3ccc4c(c3)C(C)(C)C(=O)N4C)CC2)cc1 | 15.5 | -2.2% | 3.4% | 0.0% | i | 19.0% | 0.9% | 11.7% | -1.5%
CCOc1ccccc1Nc1sc(C(=O)c2ccccc2)c(N)c1C(=O)Nc1ccccc1 | . | . | . | -1.6% | i | ? | . | . | 4.8%
ClC1(CNc2ccccc2)CCN(Cc2ccccc2)CC1 | ? | 1.7% | -21.9% | ? | i | ? | -15.1% | 18.5% | -7.6%
Cn1c(=O)c2[nH]c(Cc3cccc4ccccc34)nc2n(C)c1=O | 19.1 | -2.1% | 3.4% | ? | i | -4.7% | 2.5% | 4.0% | -28.4%

(next part)
compound | IL-1B inflam inh | SW480 rereplic | HT1080NT lethal | KB-V1 cytotox | S2 tox | KB-3-1 tox | HT1080 IDH1KD tx | MCF10A rereplic | ATXN2 expr inh
CCC(=O)N1CCC1(C)C(=O)Nc1ccc(OC)c(OC)c1 (stereo unspecified) | -13.0 | . | 8.9% | ? | i | 0.0% | 0.0% | . | 18.3%
COC(=O)c1c(NC(=O)c2ccc(C)cc2)csc1C | 35.4 | -9.7% | -6.2% | -27.4% | ? | 1.2% | -4.1% | ? | 21.5%
Cc1cccc(-c2c3c(=O)n(C)c(=O)n(C)c3c3cnc4ccccc4n23)c1 | . | . | . | 20.1% | i | 0.3% | . | . | -6.8%
CCOC(=O)c1cc2c(=O)n3ccccc3nc2n(CC(C)C)c1=NC(=O)c1c(-c2c(F)cccc2Cl)noc1C | 29.3 | 13µM* | 0.7% | 5.3%&-15.9% | i | 2.0%&0.0% | -0.2% | 3.26µM* | -17.7%&-19.1%
O=C(CSc1nn(-c2ccccc2)c(=S)s1)NC(=O)NCc1ccco1 | -1.8 | -5.0% | 0.9%[9.24 µM] | ? | i | -14.9% | ? | 1.2% | ?
Cc1ccc(S(=O)(=O)N2CCC(=O)N(CCOCc3ccccc3)CC2)cc1 | -5.7 | -2.0% | 3.8% | 1.5% | i | -12.1% | 3.7% | 11.4% | -10.7%
O=C(COC(=O)c1ccc(F)cc1F)Nc1cc(S(=O)(=O)N2CCOCC2)ccc1Cl | -9.0 | -2.0% | 10.9% | 13.0% | i | 20.0% | 0.6% | ? | -5.7%
O=C(COc1ccccc1Br)c1ccc2c(c1)OCO2 | -12.0 | -33.6%[inhibitor] | 2.7% | 12.5% | i | 2.4% | 1.8% | -6.2% | 19.1%
O=C(CC1SC(=Nc2ccccc2)N(CCc2c[nH]c3ccccc23)C1=O)Nc1ccccc1F (stereo unspecified) | -80.2* | 2.5% | ? | ? | i | ? | 20.6µM* | ? | -30.5%
C=CC[C@@H](CC(=O)N(CCO)Cc1ccccc1)C(=O)N[C@@H](C)COC(=O)[C@@H](CC=C)CC(=O)OC(C)(C)C | -11.1 | -12.7% | 23.0% | 0.0% | i | -0.2% | 1.0% | 2.1% | 3.2%
NC(=O)[C@H]1CC2(CC(c3cccc(NC(=O)COc4ccc(Cl)cc4)c3)=NO2)CN1C(=O)CC(c1ccccc1)c1ccccc1 (stereo partly specified) | ? | -1.6%[9.22 µM] | -2.6% | 20.9% | ? | ? | -16.8% | ? | ?
CCCCn1nc(NC(=O)CCC)c2cc3cc(OC)ccc3nc21 | 31.7 | ? | -13.8% | ? | . | 10.8% | -14.2% | ? | 24.1%
CCOC(=O)c1c[nH]c2c(C)cc(C)cc2c1=O | 14.3 | -3.0% | -3.3% | -2.6% | i | 16.4% | -8.4% | -178.6%[0.0737 µM] | -23.1%
CN1C(=O)CC(c2ccco2)Sc2ccccc21 (stereo unspecified) | -27.2 | -2.3% | -12.6%[9.24 µM] | 0.0% | i | -7.9% | ? | 16.4% | 68.6%[activator]
CCc1c(C(=O)N/N=C/c2cccs2)nnn1-c1nonc1N | 0.0 | -1.4% | -1.1% | -20.8% | i | -1.2% | 1.6% | -3.7% | -6.5%
